Rpn11 inh: Rpn11 (PSMD14) deubiquitinase inhibitors, primary screen, biochemical, fluorescence polarization, uHTS. 26S proteasome non-ATPase regulatory subunit 14 (Homo sapiens), O00487. human 26S proteasome, Ub4-pepOG fluorescence polarization; 20S core pre-blocked with epoxomicin. calls only at 20 µM. hit rate 0.59% among 360,000. AID 588493, 2011;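 active = inhibition at 20 µM, scaled to each plate's controls, above about 33%, limit read from the data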
Target sequence (O00487 whole entry, looked up): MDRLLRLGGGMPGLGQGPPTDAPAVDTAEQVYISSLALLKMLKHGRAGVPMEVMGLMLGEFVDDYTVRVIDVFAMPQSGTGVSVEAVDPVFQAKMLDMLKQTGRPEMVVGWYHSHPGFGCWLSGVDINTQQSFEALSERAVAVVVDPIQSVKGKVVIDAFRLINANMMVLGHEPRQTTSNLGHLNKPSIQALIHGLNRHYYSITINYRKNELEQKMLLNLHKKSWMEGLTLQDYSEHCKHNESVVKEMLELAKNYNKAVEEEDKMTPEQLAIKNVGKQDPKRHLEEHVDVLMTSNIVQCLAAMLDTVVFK
SUMO1-SIM PPI: modulators of SUMO1 protein-protein interactions, primary screen, biochemical, uHTS. hit rate 0.33% among 360,000. SUMO1 binding to a labelled peptide, TR-FRET, 1 h. inhibition, % at 20 µM; in the data active = inhibition above about 37%
Target sequence (P63165 whole entry, looked up): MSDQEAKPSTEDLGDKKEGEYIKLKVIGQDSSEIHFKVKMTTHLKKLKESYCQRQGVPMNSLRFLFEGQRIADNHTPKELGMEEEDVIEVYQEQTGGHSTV
Neddyl block: inhibitors of cullin neddylation, primary screen, biochemical, TR-FRET, uHTS, NAE and Ubc12. hit rate 0.58% among 360,000. calls only at 25 µM; in the data active = inhibition above about 36%
DNMT1 block: human DNMT1 methyltransferase inhibitors, primary screen, biochemical, molecular beacon, fluorescence, HinP1I cleavage, uHTS; hit rate 0.83% among 360,000; inhibition (reported as % activation of signal), % at 10 µM; DNA (cytosine-5)-methyltransferase 1 (Homo sapiens), P26358; in the data active = inhibition above about 50%
NadD inh: inhibitors of S. aureus NadD, primary screen, biochemical, colorimetric, uHTS. Nicotinate-nucleotide adenylyltransferase NadD (Staphylococcus aureus N315). purified NadD enzyme, colorimetric absorbance read-out. inhibition, % at 20 µM. hit rate 0.78% among 360,000. AID 602399, 2012; in the data active = inhibition above about 26%; note: some compounds past the cut are filed as inactive
Rin1-Abl PPI inh: inhibitors of Rin1-Abl protein binding, primary screen, biochemical, TR-FRET; AID 588664, 2011; Tyrosine-protein kinase ABL1 (Homo sapiens) + Ras and Rab interactor 1 (Homo sapiens), …; hit rate 0.4% among 360,000; inhibition, % at 7.35 µM; in the data active = inhibition above about 5%, passing the limit was not always enough
LMPTP inh: LMPTP phosphatase inhibitors, primary screen, biochemical, fluorescence intensity, uHTS; Low molecular weight phosphotyrosine protein phosphatase (Homo sapiens), P24666; recombinant LMPTP-A, OMFP fluorogenic substrate; inhibition, % at 20 µM; hit rate 0.22% among 360,000; AID 651560, 2012;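 active = compounds that cut the enzyme signal by at least half of the control window in the single-dose screen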;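 note: plate controls were DMSO wells with enzyme plus substrate for no effect and substrate without enzyme for full effect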
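Assay system: LMPTP-A, protein tyrosine phosphatase of low molecular weight / Medium: pH 6.0 Bis-Tris buffer with DTT and Triton X-100 / Schedule: 50 min enzyme reaction at room temperature, protected from light / Measured by: endpoint fluorescence intensity from OMFP dephosphorylation / Read-out basis: % inhibition relative to no-enzyme and uninhibited control wells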
CSN inh: inhibitors of CSN-mediated cullin deneddylation, primary screen, biochemical, fluorescence polarization, uHTS | hit rate 0.38% among 360,000 | COP9 signalosome complex subunit 5 (Homo sapiens), Q92905 | inhibition, % at 12.5 µM | Purified CSN, SCF-Nedd8-OG deneddylation | AID 651999, 2013;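 active = pattern-corrected inhibition above about 35%, with an unprinted fluorescence ratio check between 0.5 and 1.5, limit read from the data, passing the limit was not always enough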;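 note: 0% = enzyme with substrate and 100% = substrate without enzyme; some results filed as inactive read as strong as hits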
Target sequence (Q92905 whole entry, looked up, one chain of several): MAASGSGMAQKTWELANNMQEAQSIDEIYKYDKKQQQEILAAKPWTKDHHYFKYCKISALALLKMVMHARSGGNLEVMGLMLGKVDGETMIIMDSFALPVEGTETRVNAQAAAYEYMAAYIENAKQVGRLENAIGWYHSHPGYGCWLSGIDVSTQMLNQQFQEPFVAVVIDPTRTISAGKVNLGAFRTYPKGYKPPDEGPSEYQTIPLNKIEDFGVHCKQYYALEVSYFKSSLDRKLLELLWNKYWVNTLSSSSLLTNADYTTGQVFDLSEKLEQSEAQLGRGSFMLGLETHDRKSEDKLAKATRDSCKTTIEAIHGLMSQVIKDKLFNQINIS
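Assay system: Purified human Csn5 enzyme expressed in HEK293T cells | Amount: Enzyme 0.24 nM | Measured by: Fluorescence polarization readout | Medium: Tris/NaCl/DTT buffer, pH 7.5 | Compound dosing: One concentration, 12.5 µM, 0.25% DMSO | Times: 90 min incubation of compound, enzyme and substrate at room temperature | Control set: no-enzyme wells high, enzyme-with-substrate wells low | Read-out: % inhibition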
STEP inh: STEP phosphatase inhibitors, primary screen, biochemical, fluorescence intensity, uHTS; Tyrosine-protein phosphatase non-receptor type 5 (Homo sapiens), P54829; recombinant STEP, OMFP fluorogenic substrate; inhibition, % at 20 µM; hit rate 0.25% among 360,000; AID 588621, 2011;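 active = inhibition at 20 µM, scaled per plate between control wells, above about 37%, limit read from the data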;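 note: 0% = DMSO with enzyme and substrate and 100% = substrate only without enzyme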
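Test system: STEP tyrosine phosphatase / Reagent: OMFP at 25 µM / Doses: 20 µM, 1% DMSO / Read-out: percent inhibition scaled to no-enzyme and uninhibited-enzyme controls, plate-pattern corrected / Detection: FITC-channel fluorescence of OMFP product / Medium: Bis-Tris buffer pH 6.0, 2.5 mM DTT, 0.005% Tween 20 / Schedule: 20 min at room temperature, dark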
Scp-1 inhibitor: Scp-1 phosphatase inhibitors, primary screen, biochemical, colorimetric, uHTS. hit rate 0.88% among 340,000. Recombinant Scp1, phosphopeptide, malachite green phosphate absorbance. inhibition, % at 20 µM. Carboxy-terminal domain RNA polymerase II polypeptide A small phosphatase 1 (Homo …;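 active = inhibition above about 50% at 20 µM, limit read from the data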;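 note: plate controls were DMSO wells with enzyme for no effect and wells lacking enzyme for full effect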
Target sequence (Q9GZU7 76-261 limits assumed): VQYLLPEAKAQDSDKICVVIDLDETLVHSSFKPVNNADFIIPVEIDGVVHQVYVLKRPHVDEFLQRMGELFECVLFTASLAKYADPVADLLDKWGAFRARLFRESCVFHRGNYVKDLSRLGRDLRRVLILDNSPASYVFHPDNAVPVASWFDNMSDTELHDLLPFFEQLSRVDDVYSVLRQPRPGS
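assay system = SCP-1 phosphatase catalytic domain, residues 76-261 | buffer or medium = 50 mM Tris acetate pH 5.5, 0.005% Tween-20, 10 mM MgCl2 | incubation = enzyme reaction 45 min at room temperature, colour 5 min, stabilisation 30 min | signal = Phosphate-binding colour reagent, absorbance read at 630 nm | measure = % inhibition at 20 µM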
Numbers without * were called inactive; i = inactive; / = no result given.

No.	canonical_smiles	Rpn11 inh	SUMO1-SIM PPI	Neddyl block	DNMT1 block	NadD inh	Rin1-Abl PPI inh	LMPTP inh	CSN inh	STEP inh	Scp-1 inhibitor
1	COC(=O)CSc1nc(N)c(C#N)c(C(C)C)c1C#N	i	-3	i	0	-6	0	-1.0	0	0	-8
2	Cc1nc2sc3c(c2c(=O)[nH]1)CCCCC3	i	-1	i	0	-3	0	1.4	4	-1	-9
3	COc1cccc(/C=C(\C#N)c2nc3ccc(C)cc3[nH]2)c1OCC(=O)O	i	-7	i	0	8	0	0.7	-1	-2	1
4	N#Cc1cc2cc3c(cc2nc1Cl)OCCO3	i	11	i	-6	7	0	22	61*	49*	/
5	COc1ccc(CCNC(=O)CSc2nnc(-c3ccc(F)cc3)o2)cc1OC	i	-6	i	0	-8	-2	-0.3	2	0	-8
6	CC1(C)Cc2ccccc2-c2nnc(SCC(=O)Nc3nc4ccccc4s3)n21	i	1	i	-5	17	1	1.8	7	1	1
7	Cc1cccc(C)c1-n1nnnc1C1(C)CCC(=O)N1c1ccc(N2CCOCC2)cc1 (stereo not drawn)	/	0	i	/	7	/	-2.8	-6	/	/
8	Cc1ccc(NC(=O)c2cnn(-c3ccccc3)c2C)c(C)c1	i	2	i	0	4	3	-0.7	-2	0	-10
9	CCOC(=O)c1cc(NC(=O)Cc2ccc(S(=O)(=O)N3CCOCC3)s2)cc(C(=O)OCC)c1	i	9	i	-15	-3	4	2.5	2	-2	-10
10	C=CCOCCn1[nH]c2ccccc2c1=O	i	-4	/	5	2	-1	-0.6	-1	-2	-3
11	Cc1c(C(=O)O)sc(S(=O)(=O)N2CCN(C(=O)Cc3ccccc3)CC2)c1C(=O)O	i	-1	i	9	4	3	-1.8	7	1	16
12	Oc1c(Br)cc(Br)cc1C=Nc1ccc2c(c1)OCCO2	i	0	i	3	-3	-1	0.4	11	-3	-11
13	CC1(C(=O)NCc2cccs2)Cc2c(-c3cccc(C(F)(F)F)c3)ccnc2O1 (stereo not drawn)	i	4	i	-2	-2	0	1.3	14	-2	/
14	Cc1c[n+]([O-])cc(C)c1[N+](=O)[O-]	i	12	i	1	-4	0	-0.5	-5	-5	-13
15	CCN(CC)C(=O)C1=C(C)N(CCC2=CCCCC2)C(=O)C(CC(=O)NCC2CCCCC2)C1 (stereo not drawn)	i	-5	i	8	-2	0	-0.5	1	1	/
16	O=C(CSc1nc2ccccc2n1Cc1ccccc1Cl)N/N=C/c1ccccc1C(=O)O	i	17	i	-7	9	0	1.9	-6	2	-13
17	NC(=O)c1ccc(NC(=O)COC(=O)CC(NC(=O)c2ccccc2Cl)c2ccccc2)cc1 (stereo not drawn)	i	5	i	-2	-3	2	0.8	1	-4	-10
18	CCCCn1c(N)c(N(CC)C(=O)C2CCN(C(=O)c3ccccc3C)CC2)c(=O)[nH]c1=O	i	-2	i	5	-1	-2	-0.7	4	-2	-5
19	O=C(CCC1CCCC1)N1CCN(C(=O)COc2ccccc2)CC1	i	2	i	2	-4	1	-1.5	-3	1	-4
20	COc1ccc(CCN2C(=O)CC(N3CCOCC3)C2=O)cc1OC (stereo not drawn)	i	2	i	7	-7	-1	-0.6	-1	3	-11
21	N#Cc1ccc(OCC(=O)OCC(=O)c2ccccc2)cc1	i	1	i	-1	-6	2	-0.6	-1	2	-8
22	CN(C)c1ccc(CNc2ncc(Br)cc2Br)cc1	i	-1	i	-9	-3	3	1.2	4	3	1
23	C=CC[C@@H](Cc1ccc(F)cc1)C(=O)OC[C@@H]1CCCN1C(=O)[C@H](CC=C)CC(=O)NCCO	i	-6	i	2	-6	0	-0.6	2	1	-11
24	COC(=O)c1cc(NC(=O)COC(=O)C2CCC2)cc(C(=O)OC)c1	i	6	i	1	-5	7	-0.8	3	-6	-1
25	NS(=O)(=O)c1ccc(CNC(=O)CNC(=O)Cc2ccccc2)cc1	i	3	i	2	-4	1	-0.6	-3	2	12
26	Cc1cccc(/C=N/NC(=O)c2ccccc2OCc2cccc(Br)c2)n1	i	-23	i	-2	3	2	1.7	0	1	6
27	CCOC(=O)C(=O)N1CCN(c2ccccc2OC)CC1	i	3	i	2	4	0	-0.4	-2	-2	2
28	COc1ccc(-c2ccc(C#N)c(SCC(=O)NC3CC3)n2)cc1OC	i	-19	i	1	-5	-5	-1.4	6	1	-8
29	Cc1ccc(C(=O)N2CCC(C(=O)c3ccc(Cl)cc3)CC2)cc1	i	0	i	-2	-6	2	0.8	4	3	-5
30	CCN1CCn2c3c(c4cccc(C)c42)CCCC31 (stereo not drawn)	i	1	i	-4	-2	-4	-0.6	-7	2	-6
31	Cc1ccc(C(=O)O)c(NC=O)c1OCc1ccccc1	i	-4	i	2	-3	1	-2.1	0	-4	-15
32	O=C(Nc1cc(F)c(Br)cc1F)c1ccc(Cl)cc1	i	5	i	6	-4	2	1.0	2	0	-15
33	Cc1cc2c3ccccc3[nH]c(=O)n2n1	i	1	i	8	-1	-4	-0.2	-2	6	/
34	COc1ccc(C(=O)C2CCCN(C(=O)c3ccoc3C)C2)cc1F (stereo not drawn)	i	-3	i	-1	-7	0	0.1	0	-4	-6
35	CCOC(=O)C1=CN(Cc2ccco2)S(=O)(=O)NC1c1ccc(F)c(Cl)c1 (stereo not drawn)	i	5	i	3	-4	-3	0.9	-4	0	-1
36	CN(C)S(=O)(=O)c1ccc(N2CCCC2)c(C(=O)Nc2ccc(F)cc2F)c1	i	0	i	2	0	5	-0.5	1	1	2
37	C[C@@H]1O[C@H](C2CC2)Cc2[nH]c(=S)[nH]c(=O)c21	/	1	i	/	5	/	-3.7	-5	/	/
38	CCCCCc1ccc(C(=O)CCC(=O)OCC(=O)N(CC)c2c(N)n(Cc3ccccc3)c(=O)[nH]c2=O)cc1	i	0	i	20	19	2	2.3	3	1	13
39	COc1cc2c(c(OC)c1OC)CCc1cnoc1-2	i	1	i	0	-6	-1	-0.2	1	3	-4
40	CCS(=O)(=O)c1nc(S(=O)(=O)c2ccc(C)cc2)c(NCCN2CCOCC2)s1	i	2	i	0	-5	-1	-1.7	1	-2	-7

A stretch of the results above:
No.	canonical_smiles	Rpn11 inh	SUMO1-SIM PPI	Neddyl block	DNMT1 block	NadD inh	Rin1-Abl PPI inh	LMPTP inh	CSN inh	STEP inh	Scp-1 inhibitor
37	C[C@@H]1O[C@H](C2CC2)Cc2[nH]c(=S)[nH]c(=O)c21	/	1	i	/	5	/	-3.7	-5	/	/
38	CCCCCc1ccc(C(=O)CCC(=O)OCC(=O)N(CC)c2c(N)n(Cc3ccccc3)c(=O)[nH]c2=O)cc1	i	0	i	20	19	2	2.3	3	1	13
39	COc1cc2c(c(OC)c1OC)CCc1cnoc1-2	i	1	i	0	-6	-1	-0.2	1	3	-4
40	CCS(=O)(=O)c1nc(S(=O)(=O)c2ccc(C)cc2)c(NCCN2CCOCC2)s1	i	2	i	0	-5	-1	-1.7	1	-2	-7

(further entries)
No.	canonical_smiles	Rpn11 inh	SUMO1-SIM PPI	Neddyl block	DNMT1 block	NadD inh	Rin1-Abl PPI inh	LMPTP inh	CSN inh	STEP inh	Scp-1 inhibitor
41	COc1ccc(Cl)cc1C(=O)OCC(=O)NC(=O)c1cccn1C	i	-4	i	-1	-1	3	-0.9	-8	-3	1
42	Cc1cccc(NC(=O)N2CCC(NC(=O)c3ccccc3C)CC2)c1	i	-1	i	3	-2	1	-1.3	2	1	0
43	COc1ccc(CN2CCC[C@]3(N[C@H](c4ccc(C(F)(F)F)cc4)[C@@H]4C(=O)N(C)C(=O)[C@@H]43)C2=O)cc1	i	-3	i	4	8	-2	-1.5	9	2	/
44	CCSc1nnc(NC(=O)Cc2cc(OC)c(OC)c(OC)c2)s1	i	-4	i	8	-5	-2	-1.9	-7	2	-3
45	CCC(=O)N1CCCc2cc(S(=O)(=O)N3CCN(C4CCCCC4)CC3)ccc21	i	-5	i	0	-4	-2	-3.3	-1	-2	-2
46	O=C(NN=C1CCCC1)c1n[nH]c2c1CCC2	i	1	i	2	-2	2	3.0	-6	1	3
47	COC(=O)c1ccc2ccn(CC(=O)NC3CCCCC3)c2c1	i	8	i	2	-3	-3	-0.3	4	0	-2
48	CN(C)S(=O)(=O)c1cccc(C(=O)OCC(=O)Nc2sccc2C(N)=O)c1	i	20	i	9	-2	2	17	8	9	57*
49	C[C@H](NC(=O)C1CCN(C(=O)[C@@H]2CCCN2C(=O)OC(C)(C)C)CC1)C(=O)NCc1ccc(F)cc1	i	15	i	9	7	-4	2.5	-1	0	/
50	Cc1ccc(NC(=O)c2c(C(F)(F)F)nn(C)c2SCc2cccc(C(F)(F)F)c2)cc1C	i	1	i	-9	-3	-2	3.9	5	5	-8
51	Cc1nccn1-c1ccc(C(F)(F)F)cc1[N+](=O)[O-]	i	-15	i	2	-2	3	0.5	-1	3	1
52	O=C(NC(c1ccc(-c2ccccc2)cc1)c1cnccn1)C1CCN(CCOc2ccc(F)cc2)CC1 (stereo not drawn)	i	-1	i	-9	3	-4	0.7	5	0	/
53	c1ccc(-c2ncnc3nc4n(c23)CCC4)cc1	i	-1	i	6	2	0	-2.9	0	-2	-4
54	COc1cccc(CN(C)C(=O)c2ccc(S(=O)(=O)N3CCCC3)cc2)c1OC	i	0	i	2	-4	-2	-0.8	-2	3	-4
55	C/C(=N\Nc1cccc2cccnc12)c1ccc[nH]1	i	-4	i	-6	3	-6	1.2	-4	0	7
56	Oc1cc(Cc2ccccc2)cnc1CN1CCCCC1	i	3	i	48	-4	-3	0.3	5	1	-10
57	COc1ccc(NC(=O)c2c(OC)cccc2OC)c(OC)c1	i	-7	i	-14	14	5	3.4	5	0	-5
58	COCCNC(=O)C1(C)CCCN(C(=O)c2ccc3c(c2)OCO3)C1 (stereo not drawn)	i	1	i	-6	3	1	0.7	-2	1	/
